Source: PubChem (several laboratories)
PP5 inh – inhibitors of human protein phosphatase 5 (PP5); AID 1987; purified PP5c, OMFP substrate fluorescence; hit rate 0.18% among 320,000; inhibition, % at 6.7 µM; P53041;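 active = inhibition above the campaign's mean inhibition across all tested compounds plus 3 SD, cut at about 9.5% in these data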;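 also: 0% = DMSO only and 100% = 100 µM cantharidin control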
PP1 counter – PP1-alpha (human) inhibition in PP5 counter-screen; P62136; purified PP1alpha, OMFP fluorescence; inhibition, % at 6.7 µM; hit rate 0.9% among 320,000; AID 2235;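 active = inhibition above the mean inhibition of all tested compounds plus 3 SD, computed separately for each screening campaign, cut at about 15% in these data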
Target sequence (P62136 whole entry, looked up): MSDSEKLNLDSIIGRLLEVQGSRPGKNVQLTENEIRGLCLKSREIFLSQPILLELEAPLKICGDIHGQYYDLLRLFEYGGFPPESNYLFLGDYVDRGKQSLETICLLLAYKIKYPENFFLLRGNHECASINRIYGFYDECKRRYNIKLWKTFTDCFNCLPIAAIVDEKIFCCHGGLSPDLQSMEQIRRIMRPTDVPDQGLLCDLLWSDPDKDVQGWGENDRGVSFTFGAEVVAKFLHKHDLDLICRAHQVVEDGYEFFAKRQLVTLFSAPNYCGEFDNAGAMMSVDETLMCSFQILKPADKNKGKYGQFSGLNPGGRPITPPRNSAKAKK
Yeast superoxide – yeast age-related superoxide inhibition as caloric restriction mimetic | AID 2690 | hit rate 0.18% among 330,000 | S. cerevisiae aged cells, superoxide DHE fluorescence; hits give low values | superoxide response (% of plate mean), % at 10 µM;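 active = superoxide response under a set limit, about three screen SD below normal, cut at about 65% in these data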;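 also: yeast aged for seven days with compound at 30 °C before DHE staining; 100% = average MFI of all compound-treated wells on the plate with controls excluded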
Fh CTSL1 inh – cathepsin L1 inhibition, PFM18AAP counter-screen | recombinant F. hepatica cathepsin L1, Z-Leu-Arg-MCA fluorescence | inhibition, % at 5.96 µM | hit rate 0.49% among 300,000 | AID 1906;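 active = inhibition above the mean of all tested compounds plus 3 SD, set per screening campaign, cut at about 17% in these data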;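 also: 0% = plate median of test compound wells and 100% = 1 µM Z-Phe-Ala-diazomethylketone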
EBNA-1 inhibitor – blocks EBNA-1 binding to DNA | inhibition, % at 14.8 µM | hit rate 0.34% among 300,000 | EBNA-1 DNA binding, fluorescence polarization; in the data active = inhibition above about 28%
core dimer inh – HCV core protein dimerization inhibition | inhibition, % at 5 µM | TR-FRET GST/Flag-core106 dimerization, 1536-well | hit rate 0.33% among 300,000;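 active = inhibition above the mean of all tested compounds plus 3 SD, set per screening campaign, cut at about 45% in these data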
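Material: GST/Flag-tagged HCV core106 proteins. Incubation: 4 h, 22.5 °C incubation. Read-out basis: inhibition (%) from 671 over 617 nm ratio. Measured by: TR-FRET, excitation 340 nm, emission 617 and 671 nm.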
ZTA counter – ZTA (EBV) inhibition in EBNA-1 counter-screen; P03206; ZTA-DNA binding, fluorescence polarization; inhibition, % at 11 µM; hit rate 0.15% among 320,000; AID 2234; in the data active = inhibition above about 33%
Target sequence (P03206 whole entry, looked up): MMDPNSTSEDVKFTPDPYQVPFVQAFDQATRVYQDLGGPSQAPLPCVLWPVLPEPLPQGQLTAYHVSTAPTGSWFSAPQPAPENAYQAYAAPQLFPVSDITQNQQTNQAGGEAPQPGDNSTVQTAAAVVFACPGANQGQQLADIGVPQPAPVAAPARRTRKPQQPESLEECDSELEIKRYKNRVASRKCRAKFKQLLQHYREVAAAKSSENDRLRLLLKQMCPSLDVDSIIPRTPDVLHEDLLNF
TPT1 inhibitor – blocks Candida albicans tRNA 2'-phosphotransferase; recombinant caTPT1, FP RNA substrate dephosphorylation; inhibition, % at 5 µM; hit rate 0.81% among 300,000;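 active = inhibition above the mean of all tested compounds plus 3 SD, set per screening campaign, cut at about 24% in these data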;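 also: plate controls were DMSO alone for no effect and ferristatin control at 100 nM for full effect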
JMJD2C inh – blocks human GASC-1 demethylase activity. Q9H3R0. GST-JMJD2C(1-420) H3K9me3 demethylation, DELFIA europium. inhibition, % at 2.35 µM. hit rate 0.069% among 330,000. AID 2099;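 active = more than half of a compound's replicate wells show inhibition beyond 50%, single wells judged on their own value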;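 also: signal counts dimethyl H3K9 product captured on neutravidin plate; 0% = median of DMSO wells and 100% = 0.3 times that DMSO median; strong numbers were not always called active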
Target sequence (Q9H3R0 1-420 limits assumed): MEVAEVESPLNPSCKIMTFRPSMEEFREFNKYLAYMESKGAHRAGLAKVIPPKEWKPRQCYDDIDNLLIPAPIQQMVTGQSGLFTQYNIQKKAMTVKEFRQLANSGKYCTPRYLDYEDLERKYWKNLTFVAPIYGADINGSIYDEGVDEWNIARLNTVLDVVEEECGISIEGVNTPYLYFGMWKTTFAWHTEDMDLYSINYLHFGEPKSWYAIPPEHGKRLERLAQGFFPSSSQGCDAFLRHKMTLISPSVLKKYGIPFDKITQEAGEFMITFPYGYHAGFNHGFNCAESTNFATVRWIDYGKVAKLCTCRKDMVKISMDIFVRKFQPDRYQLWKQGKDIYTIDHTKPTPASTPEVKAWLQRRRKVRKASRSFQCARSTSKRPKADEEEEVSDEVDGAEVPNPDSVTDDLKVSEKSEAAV
Numbers without * were called inactive; . = no result given.

Sample of the layout (2 entries):
SMILES,PP5 inh,PP1 counter,Yeast superoxide,Fh CTSL1 inh,EBNA-1 inhibitor,core dimer inh,ZTA counter,TPT1 inhibitor,JMJD2C inh
COc1ccc(CC(=O)N2CCCC(CNC(=O)c3ccccc3Cl)C2)cc1 (configuration not stated),-0.2,-3,84,0,11,8,16,3,6
Cc1ccc(NC(=O)CCn2cnc3ccccc3c2=O)cc1,-0.3,0,101,-3,0,0,11,1,4

Main list, from the first entry:
SMILES,PP5 inh,PP1 counter,Yeast superoxide,Fh CTSL1 inh,EBNA-1 inhibitor,core dimer inh,ZTA counter,TPT1 inhibitor,JMJD2C inh
COc1ccc(CC(=O)N2CCCC(CNC(=O)c3ccccc3Cl)C2)cc1 (configuration not stated),-0.2,-3,84,0,11,8,16,3,6
Cc1ccc(NC(=O)CCn2cnc3ccccc3c2=O)cc1,-0.3,0,101,-3,0,0,11,1,4
CCOC(=O)c1c(NC(=O)c2ccoc2C)sc(C(=O)N(C)C)c1C,1.3,-4,82,4,2,35,10,-2,-1
COc1ccc(-n2nc(C(=O)NCC(=O)N3CCN(c4ccccc4)CC3)c3ccccc3c2=O)c(OC)c1,0.9,-4,93,-1,-9,2,13,2,-1
Cc1ccccc1NC(=O)NCC1CCN(C(=O)OC(C)(C)C)CC1,-1.4,-5,103,-5,6,0,-8,-1,0
NNC(=O)CC12CC3CC(C1)CC(n1ncnn1)(C3)C2,2.4,4,98,0,1,-6,2,0,4
COc1ccc(-c2cc(C(=O)N3CC4(C)CC3CC(C)(C)C4)no2)cc1 (configuration not stated),0.3,-5,87,2,3,-3,7,0,2
O=C(C1CCC(CNS(=O)(=O)c2cccs2)CC1)N1CCCCC1 (configuration not stated),-0.3,1,86,0,1,0,-4,2,5
CC1(c2ccc(OC(F)F)cc2)NC(=O)N(CC(=O)NCCC2=CCCCC2)C1=O (configuration not stated),2.9,-2,89,.,.,.,1,.,2
COc1ccccc1N1CC(C(=O)OCC(=O)Nc2c(C)cccc2C)CC1=O (configuration not stated),-0.7,0,80,-17,12,4,-1,1,20
COc1ccc(-c2nnc(SCC(=O)N3CCCC3)o2)cc1,0.4,-4,98,-1,-2,-13,8,2,7
CN(C(=O)CSc1nc2ccccc2n1CCc1ccccc1)C1CCS(=O)(=O)C1 (configuration not stated),-0.8,1,102,-5,-10,8,-5,-1,-8

The results go on.
SMILES,PP5 inh,PP1 counter,Yeast superoxide,Fh CTSL1 inh,EBNA-1 inhibitor,core dimer inh,ZTA counter,TPT1 inhibitor,JMJD2C inh
O=C(NNC(=O)C1CCC1)c1ccccc1,2.7,2,90,.,.,.,-4,.,-5
COC(=O)CSc1nnc(-c2ccco2)n1Cc1ccco1,2.5,-3,95,-1,9,1,12,-1,0
CCCS(=O)(=O)N1CCCC(C(=O)NCCCN(C)c2ccccc2)C1 (configuration not stated),4.3,1,83,1,-14,0,1,0,7
COc1ccc(CC(=O)Nc2cccc(S(=O)(=O)N3CCCCCC3)c2)cc1OC,1.5,1,93,-4,-2,6,14,-1,1
C/C(=N\NC(=O)c1nnn(-c2nonc2N)c1COc1ccc(F)cc1)c1ccc(Cl)cc1,-1.9,-3,93,0,7,5,9,-1,-4
CNC(=O)c1cccc2nc3ccccc3nc12,-0.6,-5,47*,0,-9,-9,7,0,-26
COc1ccc(NC(=O)C2=NN(C3CCS(=O)(=O)C3)C(=O)CC2)cn1 (configuration not stated),-0.5,-2,100,2,8,-1,10,-6,6
COC(=O)c1ccccc1NC(=O)Cn1c(SC)c(F)cnc1=O,1.8,-1,109,4,-2,2,6,-2,7
O=C(Nc1cccc(S(=O)(=O)N2CCCCC2)c1)C1CCCN1S(=O)(=O)c1ccccc1F (configuration not stated),0.3,0,96,.,.,.,21,.,15
CC1CCN(Cc2cc(=O)oc3ccc(C(C)C)cc23)CC1,0.0,0,106,0,-7,3,-4,2,4
Cc1ccc(/C=N/NC(=O)Cn2cncn2)cc1,3.8,2,106,-5,-27,1,2,1,-10
CSc1ccccc1NC(=O)Cn1c([N+](=O)[O-])cnc1C,-0.5,-2,94,2,2,-2,0,-2,5

Other structures
SMILES,PP5 inh,PP1 counter,Yeast superoxide,Fh CTSL1 inh,EBNA-1 inhibitor,core dimer inh,ZTA counter,TPT1 inhibitor,JMJD2C inh
Oc1ccc(-c2c(-c3ccsc3)sc3ccccc23)cc1,0.0,0,91,1,2,-8,-5,-1,-8
CC(C)c1nc(C(=O)N2CCCC(CCC(=O)N(C)CCc3ccccn3)C2)cs1 (configuration not stated),1.7,-2,98,0,4,1,13,0,-6
CCn1cc(CN2CCc3c([nH]c4ccccc34)C2c2ccc(F)c(OC)c2)c(C)n1 (configuration not stated),-0.1,-1,97,2,-7,-4,-4,-2,-16
Cc1cccc(OCCNC(=S)NC(=O)c2cccnc2)c1,1.4,-1,108,-4,6,0,5,1,12
Clc1ccc(CN2CCN(c3ncccn3)CC2)c(Cl)c1,3.1,1,105,-1,-3,-3,-5,-1,-1
Cc1cc(=O)n2[nH]c(-c3ccco3)nc2n1,2.1,-1,94,-3,-7,-3,-2,1,13
COc1ccc2c(OC)c3ccoc3nc2c1OC,3.6,-1,112,-2,-6,-4,3,2,-5
CCc1ccc(-c2cc(C)no2)cc1S(=O)(=O)N1CCOc2ccccc21,2.3,1,78,3,5,-10,-3,-2,-8
NC(=O)c1nsc(C(=O)N(Cc2ccc(F)cc2)C(C(=O)NC2CCCC2)c2ccco2)c1N (configuration not stated),2.6,3,102,4,-7,-9,-2,0,8
NC(=O)N/N=C/c1cn(-c2ccccc2)nc1-c1cccnc1,-0.3,2,94,4,2,5,6,5,-2
COC(=O)c1cc2sc(Cl)cc2n1CC(=O)NCC1CCCO1 (configuration not stated),-4.2,3,94,8,-10,0,10,0,0
COc1cc(/C=C/C(=O)O)cc(S(=O)(=O)Nc2cccc(S(=O)(=O)N3CCOCC3)c2)c1OC,-1.3,-3,111,3,-6,3,2,-1,7

Next section.
SMILES,PP5 inh,PP1 counter,Yeast superoxide,Fh CTSL1 inh,EBNA-1 inhibitor,core dimer inh,ZTA counter,TPT1 inhibitor,JMJD2C inh
O=C(CNC(=O)c1ccccc1F)c1ccccc1,-1.4,-3,101,2,1,6,7,1,9
Cc1nc2ccccn2c1C(=O)NN,-0.2,0,90,2,8,-5,4,-1,.
COc1ccc(S(=O)(=O)N2CCCCC2)cc1NC(=O)CCNC(=O)c1ccc(Br)cc1,0.1,-5,108,-1,4,-3,-14,3,119
COC(=O)C1=C(N)Oc2cc(C)[nH]c(=O)c2C1c1cccnc1 (configuration not stated),-0.1,2,93,-2,2,-1,9,-1,15
C/C(=N\NC(=O)c1ccc(Br)cc1)C1C(=O)c2ccccc2C1=O,1.6,3,130,7,9,5,6,4,9
Cc1ccc(N2C(=O)C3C4CCC(O4)C3C2=O)c(OC(F)F)c1 (configuration not stated),2.4,-2,91,.,.,.,-2,.,-3
Nc1cc(C(=O)c2ccccc2)ccc1[N+](=O)[O-],1.9,-1,135,3,-2,5,-4,0,-10
CN(C)C(=O)C(=O)c1cccn1-c1ccccc1C#N,0.8,-1,98,1,9,-3,4,0,3
CNc1ccc(S(=O)(=O)NCC(=O)OCC(=O)Nc2cccc(Cl)c2Cl)cc1[N+](=O)[O-],0.7,-2,93,-27,-5,9,2,5,-7
O=[N+]([O-])c1ccccc1S(=O)(=O)n1cnc2ccccc21,-0.9,-2,100,6,-6,-2,0,0,2
O=S(=O)(Nc1nc2ccccc2nc1NCc1ccco1)c1ccc(F)cc1,-1.4,-2,86,0,10,5,-5,-4,2
CCCCNc1nc(CC(C)=O)ns1,0.3,2,104,-2,-7,6,7,2,-15

Next records follow:
SMILES,PP5 inh,PP1 counter,Yeast superoxide,Fh CTSL1 inh,EBNA-1 inhibitor,core dimer inh,ZTA counter,TPT1 inhibitor,JMJD2C inh
Cc1cc(C)nc(-n2nc(C)c(Sc3ccc(F)cc3)c2N)n1,0.3,1,98,5,6,3,-3,1,1
O=c1sc(Nc2ccccc2)nc2ccccc12,-0.4,-4,97,2,-12,-2,-7,0,4
O=c1cnnc(Nc2ccc(Nc3ccccc3)cc2)[nH]1,-0.5,1,87,1,2,-15,-1,-4,26
COCCNC(=O)CCc1nnc(C2(c3ccc(Cl)cc3)CCC2)o1,1.9,-5,94,0,-18,-4,-1,-2,-1
O=C(NCCN1CCOCC1)c1cc(-c2ccccc2Cl)nc2ccccc12,2.5,-3,103,8,4,-4,0,-1,-17
Cc1nc2ccc3nc(NC(=O)c4ccco4)sc3c2s1,2.6,0,111,3,-5,34,-2,16,-6
O=C(O)c1ccc(NC(=O)c2cn(-c3ccccc3)nc2-c2ccccc2)cc1,3.3,-1,96,-1,-8,6,6,-3,-15
O=C(NCCc1csc(-c2ccc(C(F)(F)F)cc2)n1)c1cccs1,6.8,9,144,1,-2,-1,4,2,-3
CCOCCCNC(=O)c1ccc2nc(-c3ccc(OC)c(OC)c3)c(-c3ccc(OC)c(OC)c3)nc2c1,-1.5,-2,103,3,5,4,13,6,1
Cc1nn(CC(=O)N2CCN(c3ccccc3)CC2)c(C)c1[N+](=O)[O-],0.3,-2,91,2,-15,1,7,3,-2
CCCn1c(=S)[nH]c2ccccc2c1=O,0.5,4,88,1,7,-2,-3,-2,0
Cc1cc(C)cc(NS(=O)(=O)c2csc(C(N)=O)c2)c1,3.9,-3,96,-1,-18,0,-3,-5,-24

Other structures.
SMILES,PP5 inh,PP1 counter,Yeast superoxide,Fh CTSL1 inh,EBNA-1 inhibitor,core dimer inh,ZTA counter,TPT1 inhibitor,JMJD2C inh
CCC(=O)Nc1nnc(/C=C/c2ccc(OC)cc2)s1,2.8,22*,109,0,0,4,10,2,-6
CCOC(=O)C1=C(COC(=O)c2sccc2C)NC(=O)NC1C (configuration not stated),2.0,5,95,.,.,.,-11,.,-5
O=C(c1cccs1)N(Cc1cc2ccccc2[nH]c1=O)CC1CCCO1 (configuration not stated),1.7,-9,100,1,0,7,-5,-1,-1
COc1cccc(C(=S)N2CCCC2)c1OC,-1.9,1,100,-1,-1,7,15,-3,0
CCOc1ccc(Nc2cc(C)c3ccccc3n2)cc1,3.1,5,100,3,-10,-4,10,1,-2
C=CCC(=O)N1CCC(n2nccc2NC(=O)CCOc2ccccc2)CC1,2.3,-8,98,2,-23,7,-13,1,-5
O=C1/C(=C/c2ccc([N+](=O)[O-])cc2)CCC1C1CCCC1 (configuration not stated),1.6,0,85,1,-5,0,-12,-3,-9
Cc1nn2c(-c3ccc(Cl)cc3)nnc2s1,-2.1,-6,111,9,9,-21,12,-3,2
COc1ccccc1Oc1coc2cc(OC(=O)N3CCOCC3)ccc2c1=O,2.5,4,84,0,-4,-1,-7,-2,1
O=C(Nc1ccc(S(=O)(=O)Nc2ncccn2)cc1)c1ccccc1Cl,1.5,1,99,-2,2,-2,-17,0,12
CCS(=O)(=O)N1Cc2ccccc2CC1C(=O)N(C)CC(=O)Nc1ccc(F)c(F)c1F (configuration not stated),-1.9,-4,108,3,6,2,-8,-1,6
CCOC(=O)c1cc(-c2ccco2)nc2c1c(C)nn2-c1cccc(Cl)c1,4.7,4,86,0,3,12,-18,-1,5

Further records:
SMILES,PP5 inh,PP1 counter,Yeast superoxide,Fh CTSL1 inh,EBNA-1 inhibitor,core dimer inh,ZTA counter,TPT1 inhibitor,JMJD2C inh
CN(C(=O)CSc1nnc(-c2c[nH]c3ccccc23)n1C1CC1)C1CCS(=O)(=O)C1 (configuration not stated),0.5,-5,93,.,.,.,8,.,.
COC(=O)Nc1c(C)n(C)n(-c2ccccc2)c1=O,1.2,-1,92,-2,6,-9,-6,-5,-2
O=C(NNc1cccc(Cl)n1)Nc1ccc(F)cc1,0.2,-3,98,1,6,-2,0,-3,-7
CC(C)(C)NNC(=S)Nc1ccc(S(=O)(=O)N2CCOCC2)cc1,1.7,-5,114,1,-14,-2,2,3,28
CCOc1ccc(S(=O)(=O)N2CCC(C(=O)NCc3ccncc3)CC2)cc1Cl,4.2,2,108,-1,4,9,10,0,0

Outcome played no part in choosing rows, and some 3.1% of all compounds hit somewhere here.
